Screening data deposited in PubChem by Broad Institute.
Wnt bcat act – Wnt/beta-catenin pathway activators, primary screen, cell-based, plate reader, single point; Wnt/beta-catenin reporter cell assay, activator; activation, % at 9.35 µM; hit rate 1.2% among 300,000; AID 743398, 2014; in the data active = activation above about 30%, passing the limit was not always enough;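 note: 0% = neutral control wells and 100% = positive control wells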
The depositor's hits bear a star. Only part of the results is shown. The share of hits here may be higher or lower than overall.

SMILES	Wnt bcat act
O=C(Cn1ccnc1[N+](=O)[O-])NCCO	0.8
COc1cncc(C#Cc2ccccn2)c1	13.8
CC(=O)NCCCCCC(=O)O	1.9

3 entries already listed, arranged by their value in Wnt bcat act, low to high.
canonical_smiles,Wnt bcat act
O=C(Cn1ccnc1[N+](=O)[O-])NCCO,0.8
CC(=O)NCCCCCC(=O)O,1.9
COc1cncc(C#Cc2ccccn2)c1,13.8
